# Compound activity from PubChem BioAssay.
# YAP1 CTGF inhibition: YAP1 pathway inhibitors via CTGF transcript, primary screen, DLD1 colon cancer cells, RT-qPCR, single point (AID 743449); DLD1 CTGF mRNA qPCR, 24 h; stronger effect = higher value; inhibition, % at 12.5 µM; 9,900 compounds, 0.9% hits;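 active = mean normalized replicate activity at least 50 and at least half of replicates each reaching 50; inconclusive = only one of the two criteria met; inactive = neither criterion met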;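 note: 0% = neutral control wells and 100% = dasatinib control wells; higher means stronger suppression of CTGF expression like dasatinib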
# Pax4 mRNA alpha TC1: activators of Pax4 gene expression, primary screen, RT-PCR, mouse alpha TC1 cells, single point (AID 1053180) | mouse alpha TC1 cells, Pax4 mRNA qPCR, 6 days; stronger effect = higher value; 100% = Pax4 plasmid added at qPCR | activation, % at 10 µM | 9,600 compounds, 0.2% hits;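 active = highest normalized replicate activity of 15 or more, or at least half the replicates reach 15 or more; inactive = neither condition met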;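 note: pax4 Ct normalized to GAPDH with activation seen as lower delta delta Ct; plate controls were plate neutral control wells for no effect and Pax4 plasmid positive control for full effect; each compound tested in two replicate wells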
# The depositor's hits bear a star; ? = inconclusive; . = not tested or not shown; & = joins results of further samples. This is a subset. The share of hits here may be higher or lower than overall.
# Results follow in this order: YAP1 CTGF inhibition	Pax4 mRNA alpha TC1
1. C[C@@H](NC(=O)C[C@@H]1CC[C@H]2[C@@H](COC[C@@H](O)CN2C(=O)Nc2cccc(Cl)c2)O1)c1ccccc1
  22.0	0.0
2. C[C@@H]1CN([C@H](C)CO)C(=O)c2cccc(NC(=O)c3nc4ccccc4s3)c2O[C@H]1CN(C)C(=O)Nc1ccc2c(c1)OCO2
  73.0*	0.0
3. CCC(=O)N1C[C@H](C)[C@@H](OC)CN(C)C(=O)c2cc(NC(=O)Nc3ccc(Cl)cc3)ccc2OC[C@H]1C
  29.8	0.0
4. CCS(=O)(=O)N1CC2(C1)[C@H](c1ccccc1)[C@@H](CO)N2Cc1ccc(F)cc1
  2.4	.
5. COc1ccccc1CNC(=O)C[C@H]1CC[C@@H]2[C@H](COC[C@H](O)CN2Cc2ccc3c(c2)OCO3)O1
  25.8	0.0
6. CCCNC(=O)Nc1ccc2c(c1)OC[C@H](C)N(S(C)(=O)=O)C[C@@H](C)[C@@H](OC)CN(C)C2=O
  -40.2	0.0
7. CO[C@H]1CN(C)C(=O)c2ccc(NS(=O)(=O)c3ccc(C)cc3)cc2OC[C@H](C)N(C)C[C@H]1C
  6.2	0.0
8. C[C@@H]1CCCCO[C@@H](CN(C)C(=O)NC2CCCCC2)[C@H](C)CN([C@H](C)CO)C(=O)c2cc(N(C)C)ccc2O1
  -35.0	0.0
9. O=C(Cc1ccccn1)N1CC(=O)N2[C@@H](CO)[C@H](c3ccc(C#CCC4CCCC4)cc3)[C@@H]2C1
  ?	0.0
10. CCCNC(=O)N1[C@@H](C#N)[C@@H](c2ccc(C#Cc3cccc(F)c3)cc2)[C@@H]1CO
  40.6	0.0
11. O=C(C[C@H]1C[C@@H]2c3cc(NS(=O)(=O)c4ccc(F)cc4)ccc3O[C@@H]2[C@@H](CO)O1)NCCN1CCCCC1
  -14.7	0.0
12. CCC(=O)N1[C@@H](CO)[C@@H](c2ccccc2)C12CN(C(=O)c1ccncc1)C2
  3.1	.
13. CC(=O)N(CC1CCC1)C[C@H]1N[C@H](CO)[C@@H]1c1ccc(C2=CCCC2)cc1
  -4.7	0.0
14. CCC(=O)Nc1ccc2c(c1)C(=O)N(C)C[C@@H](OC)[C@H](C)CN(C(=O)Cc1cccnc1)[C@@H](C)CO2
  -12.5	0.0
15. COCC(=O)N1[C@H](CO)[C@H]2c3ccccc3N(C(=O)c3cccnc3)C[C@H]21
  -3.9	0.0
16. CC(C)NC(=O)N1Cc2cc(C(=O)NC3CCC3)nc(-c3cccc(-c4cncnc4)c3)c2[C@@H]1CCO
  -1.2	0.0
17. CCCNC(=O)N1C[C@H](C)[C@H](OC)CN(C)C(=O)c2ccc(NC(=O)CC)cc2OC[C@H]1C
  -9.6	0.0
18. CN1C(=O)c2cc(NC(=O)Nc3cccc(C#N)c3)ccc2OC[C@H]2O[C@@H](CC(=O)NCc3ccc(Cl)cc3)CC[C@@H]21
  -10.5	0.0
19. C[C@H](NC(=O)C[C@@H]1CC[C@@H]2[C@@H](COc3ccc(NC(=O)C4CCOCC4)cc3C(=O)N2C)O1)c1ccccc1
  -40.9	0.0
20. O=C(C[C@@H]1CC[C@H](NC(=O)c2cccnc2)[C@@H](CO)O1)NCc1ccc(Cl)c(Cl)c1
  4.8	0.0

# Some of these compounds in order of heavy-atom count, largest number first:
# Results follow in this order: YAP1 CTGF inhibition	Pax4 mRNA alpha TC1
11. O=C(C[C@H]1C[C@@H]2c3cc(NS(=O)(=O)c4ccc(F)cc4)ccc3O[C@@H]2[C@@H](CO)O1)NCCN1CCCCC1
  -14.7	0.0
14. CCC(=O)Nc1ccc2c(c1)C(=O)N(C)C[C@@H](OC)[C@H](C)CN(C(=O)Cc1cccnc1)[C@@H](C)CO2
  -12.5	0.0
1. C[C@@H](NC(=O)C[C@@H]1CC[C@H]2[C@@H](COC[C@@H](O)CN2C(=O)Nc2cccc(Cl)c2)O1)c1ccccc1
  22.0	0.0
10. CCCNC(=O)N1[C@@H](C#N)[C@@H](c2ccc(C#Cc3cccc(F)c3)cc2)[C@@H]1CO
  40.6	0.0
15. COCC(=O)N1[C@H](CO)[C@H]2c3ccccc3N(C(=O)c3cccnc3)C[C@H]21
  -3.9	0.0

# Continuation.
# Results follow in this order: YAP1 CTGF inhibition	Pax4 mRNA alpha TC1
21. C[C@@H]1CCCCO[C@@H](CN(C)CC2CCCCC2)[C@@H](C)CN([C@@H](C)CO)C(=O)c2cc(NS(C)(=O)=O)ccc2O1
  2.6	0.0
22. CO[C@@H]1CN(C)C(=O)c2ccc(NC(=O)c3cccnc3)cc2OC[C@@H](C)N(CC2CCCCC2)C[C@H]1C
  -28.0	0.0
23. O=C(C1CCC1)N1C[C@@H]2[C@H](c3ccccc31)[C@H](CO)N2C(=O)Nc1cccc(F)c1
  -1.2	0.0
24. Cn1cnc(S(=O)(=O)N[C@H]2CC[C@@H](CC(=O)NCC3CCCCC3)O[C@@H]2CO)c1
  -26.2	0.0
25. COc1cccc(NC(=O)Nc2ccc3c(c2)C(=O)N(C)C[C@H](OC)[C@@H](C)CN[C@H](C)CO3)c1
  9.8	0.0
26. COc1ccc2c3c([nH]c2c1)[C@@H](CO)N(C(=O)NC(C)C)CC31CN(C(=O)c2ccncc2)C1
  9.2	0.0
27. Cc1noc(C)c1NC(=O)Nc1ccc2c(c1)C(=O)N(C)[C@@H]1CC[C@@H](CC(=O)N[C@H]3CCN(Cc4ccccc4)C3)O[C@H]1CO2
  -24.6	0.0
28. COc1cccc(NC(=O)C[C@@H]2CC[C@@H]3[C@@H](COc4ccc(NC(=O)C5CC5)cc4C(=O)N3C)O2)c1
  -24.6	0.0
29. CO[C@H](C(=O)N(C)C[C@H]1OCc2ccccc2-c2ccccc2C(=O)N([C@@H](C)CO)C[C@H]1C)c1ccccc1
  5.0	0.0
30. CCCC#Cc1ccc([C@@H]2[C@@H](C#N)N(C(=O)CN3CCOCC3)[C@H]2CO)cc1
  ?	0.0
31. Cc1nn(C)cc1NC(=O)C[C@@H]1CC[C@@H]2[C@H](COc3ccc(NC(=O)C4CCOCC4)cc3C(=O)N2C)O1
  -2.9	0.0
32. N#C[C@H]1[C@H](c2ccccc2-c2ccccc2F)[C@H](CO)N1C(=O)C1CCC1
  -23.4	0.0
33. N#Cc1ccc(-c2ccc(C3[C@@H]4CN(C(=O)C5CCCCC5)C[C@H]3N4)cc2)cc1 (stereo partly specified)
  11.2&-71.1	0.0&0.1
34. CC=Cc1ccc2n(c1=O)C[C@@H]1[C@@H](CO)[C@H](C(=O)N3CCc4ccccc4C3)[C@H]2N1Cc1cocn1 (mixture of isomers)
  2.5	0.0
35. C[C@H]1CN([C@@H](C)CO)C(=O)Cc2cc(NC(=O)Cn3cnnn3)ccc2O[C@@H]1CN(C)S(=O)(=O)c1ccc(Cl)cc1
  -9.8	0.0
36. CC(=O)N1[C@H](CNC(=O)CN(C)C)[C@H](c2ccc(C3=CCCCC3)cc2)[C@@H]1CO
  18.3	0.0
37. C[C@@H]1CCCCO[C@H](CN(C)C(=O)Nc2ccccc2)[C@H](C)CN([C@@H](C)CO)C(=O)c2cc(NC(=O)Nc3ccccc3)ccc2O1
  0.8	0.0
38. Cc1ccccc1S(=O)(=O)N1[C@H](C#N)[C@@H](c2ccccc2-c2cccc(F)c2)[C@@H]1CO
  -41.0	0.0
39. C[C@@H]1CCCCO[C@@H](CN(C)C(=O)CCC(F)(F)F)[C@@H](C)CN([C@@H](C)CO)C(=O)c2cc(NC(=O)C3CCCCC3)ccc2O1
  -6.6	0.0
40. C[C@H]1CN([C@@H](C)CO)C(=O)c2cc(NS(=O)(=O)c3cccs3)ccc2O[C@@H]1CN(C)S(=O)(=O)c1ccc(Cl)cc1
  -5.8	0.0
41. N#C[C@@H]1[C@H](c2ccc(C3=CCCCC3)cc2)[C@H](CO)N1C(=O)Nc1ccccc1F
  26.8	0.0
42. C[C@@H]1CN([C@@H](C)CO)C(=O)c2cccc(NC(=O)Nc3ccc4c(c3)OCO4)c2O[C@H]1CN(C)S(C)(=O)=O
  -8.8	0.0
43. O=C(C1CCCCC1)N1CC(=O)N2[C@H](CO)[C@H](c3ccc(-c4ccccc4F)cc3)[C@H]2C1
  3.7	0.0
44. CO[C@H](CN(C)Cc1cc(F)ccc1F)[C@@H](C)CN([C@@H](C)CO)S(=O)(=O)c1ccc(C)cc1
  25.9	0.0
45. COc1cccc(S(=O)(=O)N2C[C@@H](O)COC[C@H]3O[C@H](CC(=O)NCCCN4CCOCC4)CC[C@@H]32)c1
  -29.5	0.1
46. O=C(NCC[C@H]1CC[C@@H](NS(=O)(=O)Cc2ccccc2)[C@@H](CO)O1)C1CCCCC1
  1.6	0.0
47. C[C@@H]1CN([C@H](C)CO)C(=O)CCCn2cc(nn2)CO[C@@H]1CN(C)Cc1ccccc1
  8.6	0.0
48. CO[C@H](CN(C)Cc1nccs1)[C@H](C)CN([C@@H](C)CO)S(=O)(=O)c1ccc(F)cc1
  -11.8	0.0
49. C/C=C/c1ccc([C@H]2[C@@H](CO)N3C(=O)CN(C(=O)Nc4cccc(OC)c4)C[C@@H]23)cc1
  14.0	0.0
50. C[C@H](CO)N1C[C@H](C)[C@H](CN(C)S(=O)(=O)c2ccc(Cl)cc2)OCCCC[C@H](C)Oc2ccc(NC(=O)Nc3ccc(C(F)(F)F)cc3)cc2C1=O
  12.7	0.1
51. C[C@H]1COCn2nncc2CC[C@@H](Cc2ccc(-c3ccccc3)cc2)C(=O)N1
  -23.8	0.0
52. COc1ccc2c3c(n(C)c2c1)[C@@H](CO)N(C(=O)Nc1ccc(F)cc1)CC31CN(S(=O)(=O)c2cn(C)cn2)C1
  ?	0.0
53. O=C(Cc1ccccn1)N1[C@H](CO)[C@@H]2c3ccccc3NC[C@@H]21
  -15.4	0.0
54. N#C[C@@H]1[C@H](c2ccc(-c3cccnc3)cc2)[C@H](CO)N1C(=O)Nc1ccc(F)cc1
  19.1	0.0
55. CCCC#Cc1ccc([C@H]2[C@@H](CO)N3C(=O)CN(C(=O)c4cccnc4)C[C@H]23)cc1
  18.8	0.0
56. Cc1noc(C)c1S(=O)(=O)N(C)C[C@H]1OCCCC[C@@H](C)Oc2ccc(NS(=O)(=O)c3cn(C)cn3)cc2C(=O)N([C@H](C)CO)C[C@@H]1C
  -6.7	0.0
57. C[C@H](CO)N1C[C@H](C)[C@H](CN(C)C(=O)Nc2ccc(C(F)(F)F)cc2)Oc2ncc(C3=CCCC3)cc2C1=O
  17.6	0.0
58. C/C=C/c1ccccc1[C@@H]1[C@@H](CO)N(C(=O)c2cccnc2)[C@H]1C#N
  13.3	0.0
59. CCC(=O)N1Cc2cc(C(=O)Nc3nccs3)nc(-c3cccc(-c4ccccc4OC)c3)c2[C@H]1CCO
  13.1	0.0
60. C[C@@H]1CN([C@@H](C)CO)C(=O)CCCn2nncc2CO[C@H]1CN(C)Cc1cccc2c1OCCCO2
  -18.9	0.0
61. C/C=C/c1ccc2c(c1)O[C@H](CN(C)C(=O)Nc1ccc(OC)cc1)[C@H](C)CN([C@H](C)CO)S2(=O)=O
  29.6	0.0
62. COc1ccc2c3c([nH]c2c1)[C@H](CO)N(C(=O)Nc1ccc(F)cc1)CC31CN(C(=O)c2ccccn2)C1
  -16.7	0.0
63. CO[C@H]1CN(C)C(=O)c2ccc(NC(C)=O)cc2OC[C@H](C)N(C(=O)c2cnccn2)C[C@H]1C
  -32.3	0.0
64. COc1ccc(S(=O)(=O)Nc2ccc3c(c2)C(=O)N([C@H](C)CO)C[C@@H](C)[C@@H](CN(C)S(=O)(=O)c2ccc(Cl)cc2)OCCCC[C@@H](C)O3)cc1
  0.9	0.3
65. C[C@@H]1CN([C@H](C)CO)C(=O)c2cc(N(C)C)ccc2O[C@@H](C)CCCCO[C@H]1CN(C)S(=O)(=O)c1cn(C)cn1
  -18.7	0.0
66. COCC(=O)Nc1ccc2c(c1)C(=O)N(C)[C@@H]1CC[C@H](CC(=O)NC3Cc4ccccc4C3)O[C@H]1CO2
  -5.6	0.0
67. C[C@H]1CN([C@@H](C)CO)C(=O)c2cccc(NS(=O)(=O)c3ccc(F)cc3)c2O[C@H]1CN(C)Cc1ccc(Cl)c(Cl)c1
  -4.3	0.1
68. CCNC(=O)[C@@H]1[C@@H](CO)[C@@H]2Cn3c(cccc3=O)[C@@H]2N1C(=O)CC1CC1
  -36.4	0.0
69. COc1ccc(CN2C[C@H](O)COC[C@H]3O[C@@H](CC(=O)N(C)C)CC[C@@H]32)cc1
  -4.3	0.0
70. OC[C@H]1Nc2ccc(C#Cc3ccc(F)cc3)cc2[C@@H]2[C@H]1CCN2Cc1ccc2c(c1)OCO2
  35.0	0.0
71. OC[C@@H]1[C@@H](c2ccc(-c3cccnc3)cc2)[C@@H]2CN(Cc3ccccn3)CCCCN12
  -39.0	0.0
72. CCC(=O)N1C[C@H]2[C@@H](c3ccccc31)[C@H](CO)N2C(=O)CC1CC1
  4.1	0.0
73. CCC(=O)N1Cc2cc(C(=O)N3CCCCC3)nc(-c3cccc(-c4cccnc4)c3)c2[C@H]1CCO
  33.8	0.0
74. COCCNC(=O)C[C@@H]1C[C@@H]2c3cc(NC(=O)CN(C)C)ccc3O[C@@H]2[C@@H](CO)O1
  3.0	0.0
75. COc1ccc2c3c(n(C)c2c1)[C@@H](CO)N(C(=O)C1CCOCC1)CC31CN(C(=O)Nc2cccc(F)c2)C1
  ?	0.0
76. Cc1nn(C)cc1NC(=O)C[C@@H]1CC[C@@H]2[C@@H](COc3ccc(NC(=O)C4CCOCC4)cc3C(=O)N2C)O1
  -23.1	0.0
77. C/C=C/c1ccc([C@H]2[C@H]3CN(CCC(F)(F)F)CCCCN3[C@H]2CO)cc1
  12.7	0.0
78. Cc1cc(C(=O)Nc2cccc3c2O[C@@H](CN(C)C)[C@@H](C)CN([C@H](C)CO)C3=O)n(C)n1
  -42.2	0.0
